Screens (PubChem BioAssay)
HepG2 viability – counter-screen for TGF-b inhibitors: cytotoxicity in HepG2 cells. HepG2 CAGA-GFP viability, ATP luminescence, 18 h. Potency, µM (doses to about 46.1 µM), for the others: top-dose activity change, negative = cytotoxicity, hits mostly cytotoxic. actives 0.76% (n = 410,000). AID 588856; also: potency is read from the fitted curve at half-maximal effect; some results filed as inactive show a strong effect at the top dose
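HepG2 CAGA-GFP cells (1000/well, DMEM with 1% FBS) received compound, then TGF-beta at 500 pg/mL final, and were incubated 18 hours at 37 degrees C. Viability was read by CellTiter-Glo luminescence. Media-only wells were set as complete cell-killing and DMSO as no toxicity.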
HT1080 IDH1KD tx – kills HT-1080 cells with IDH1 knockdown. actives 2% (n = 360,000). HT-1080 IDH1 knockdown viability, ATP luminescence, 48 h. Potency, µM (titrated, usually from 46.1 µM), for the others: at the top dose activity, negative = toxicity, actives largely listed as cytotoxic;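 also: potency is read from the fitted curve at half-maximal effect; 0% = DMSO wells and -100% = cell-free medium wells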
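HT-1080-IDH1KD cells (IDH1 knocked down), 750/well in RPMI with 5% FBS, treated with compound 48 h at 37 degrees C. Viability by CellTiter-Glo luminescence, normalised to DMSO and no-cell wells; concentration-response curves classed.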
IL1B secr inh – inflammasome signaling inhibition, IL-1 beta readout; activity change, % at 57.5 µM; THP-1 LPS/ATP IL-1B secretion, AlphaLISA, 16 h; stronger effect = lower value; actives 4.7% (n = 360,000); AID 743279; in the data active = activity change below about -50%; inconclusive = mostly about -30% to -49%; also: % is scaled to controls: 0 for no effect and ±100 for the full control effect
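Secreted IL-1B measured by AlphaLISA bead assay after 16 h compound exposure of THP-1 cells; compounds (final up to 57.5 uM) added 1 h before LPS (250 ng/mL) and ATP (1.25 mM) stimulation; lower signal means less secretion.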
SW480 rereplic – DNA re-replication induction in SW480 cells; SW480 DNA re-replication, Hoechst DNA content imaging, 48 h; Potency, µM (highest dose often 46.1 µM), for inactives: at the top dose re-replication activation, actives largely listed as activators; actives 1.8% (n = 340,000); also: potency is read from the fitted curve at half-maximal effect; % of control where 0% means no effect; nearly all actives have a fitted effect of over 55% in size
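Treated cells incubate 48 hr (37 C, 5% CO2), are stained 40 min with Hoechst, and nuclear fluorescence is enumerated; a rise in nuclei with high DNA signal marks re-replication.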
KB-3-1 cytotox – kills parental KB-3-1 adenocarcinoma cells; KB-3-1 viability, CellTiter-Glo ATP luminescence, 72 h; Potency, µM (doses to about 46.1 µM), for inactives: at the top dose activity change, negative = cytotoxic, actives largely listed as cytotoxic; actives 1.4% (n = 400,000); also: potency is read from the fitted curve at half-maximal effect; % is scaled to controls: 0 for no effect and ±100 for the full control effect; nearly all actives have a fitted effect of over 60% in size
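Cytotoxicity in the drug-sensitive parental line KB-3-1 was scored as loss of CellTiter-Glo luminescence following 72 h incubation with compound. Values come from curve fitting of normalized concentration-response data.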
MCF10A rerep – DNA re-replication induction in MCF 10a cells; MCF 10A DNA re-replication, Hoechst nuclear intensity, 48 h; Potency, µM (titrated, usually from 46.1 µM), for inactives: at the top dose activity, positive = re-replication, hits mostly activators; actives 2.9% (n = 350,000); AID 624296; also: potency is read from the fitted curve at half-maximal effect; % of control where 0% means no effect; nearly all actives have a fitted effect of over 50% in size
ATXN viability – cell viability loss in ATXN counter-screen; actives 0.49% (n = 400,000); S2 cells (HEK-293 line with an ATXN2-luciferase reporter) viability, CellTiter-Fluor protease fluorescence, 24 h; AID 651635; Potency, µM (top dose mostly 56.7 µM), hits mostly cytotoxic; also: potency is read from the fitted curve at half-maximal effect; nearly all actives have a fitted effect of over 40% in size
ATXN2 expr inh – inhibitors of ATXN2 expression. Potency, µM (doses to about 57 µM), for inactives: at the top dose activity change, negative = inhibition, usual class: inhibitors. HEK-293 ATXN2-luciferase reporter, luminescence, 24 h. actives 0.72% (n = 360,000); also: potency is read from the fitted curve at half-maximal effect; % is scaled to controls: 0 for no effect and ±100 for the full control effect; nearly all actives have a fitted effect of over 55% in size
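qHTS (up to 57 uM final) was run with 24 h compound exposure of reporter cells at 37 °C. Each well was multiplexed: SteadyGlo luminescence measured ATXN2-luciferase expression after a fluorogenic Gly-Phe-AFC viability readout (25 uM final).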
HT1080NT lethal – kills 2HG-producing HT-1080-NT fibrosarcoma cells. actives 1.6% (n = 360,000). Potency, µM (doses to about 46.1 µM), for the others: at the highest dose activity, negative = less viability, actives largely listed as cytotoxic. HT-1080-NT fibrosarcoma viability, CellTiter-Glo ATP luminescence, 48 h. AID 686970;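 also: NT is the 2HG producing partner of a matched IDH1 knockdown line; potency is read from the fitted curve at half-maximal effect; 0% = DMSO-treated cells and -100% = media-only wells without cells; nearly all actives have a fitted effect of over 55% in size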
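A 48-hour cytotoxicity screen used HT-1080-NT cells plated 2 hours before compound delivery. ATP-based CellTiter-Glo luminescence measured viability, normalized to DMSO and no-cell controls.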
* = called active by the depositor; i = inactive; ? = inconclusive; . = no result given; [ ] = remark or other dose. Unless noted, calls follow the shape of the dose curve; as a rule, active = well fitted curve in the direction sought with a large enough effect; inconclusive = small, poorly fitted or top-dose-only effect, or another doubt; inactive = no such curve, though single readings can be large; an effect the other way counts as inactive or inconclusive.

SMILES	HepG2 viability	HT1080 IDH1KD tx	IL1B secr inh	SW480 rereplic	KB-3-1 cytotox	MCF10A rerep	ATXN viability	ATXN2 expr inh	HT1080NT lethal
CCOC(=O)C1=C(CSc2nccn2C)NC(=O)NC1c1ccc2c(c1)OCO2 (configuration not stated)	3.3%	-0.1%	16.6	-4.2%	7.6%	-3.0%	?	-0.2%	3.3%
Cc1ccc(/C=C2/SC(=S)N(CCC(=O)N3CCOCC3)C2=O)cc1	14.5%	2.7%	0.1	?	?	28.7%	i	63.6%[activator]	0.0%
O=C(N=C1SC2CS(=O)(=O)CC2N1c1ccc(F)cc1)C1CC1 (configuration not stated)	-3.3%	0.9%	20.0	-3.8%	9.9%	0.3%	i	-1.9%	2.8%
CC(C)n1cc(CN2CCC(n3nccc3NC(=O)CCCc3ccccc3)CC2)cn1	10.9%	6.0%	-5.5	-0.1%	4.3%	-2.7%	i	5.1%	1.0%
CCCN1CCN(CCCNC(=O)c2cc3c(Cl)nc4ccccc4c3s2)CC1	12.6µM*	.	.	.	-24.4%	.	?	?	.
CC1(C)Cc2c(c(N3CCOCC3)nc3sc(C(=O)Nc4cccc(Cl)c4)c(N)c23)CO1	11.7%	14.4%	-10.4	?	?	?	i	-5.2%	1.1%
COc1ccc(-c2coc3cc4oc(=O)cc(-c5ccccc5)c4cc23)cc1F	-14.0%	3.66µM*	45.5	?	2.91µM*	6.51µM*	?	?	6.51µM*
O=C(NCC1c2ccccc2CCN1C(=O)CN1CCOCC1)C1CCCCC1 (configuration not stated)	-1.0%	12.3%	-10.4	10.8%	-3.1%	-9.5%	i	1.6%	15.1%
O=C(NCC(c1ccco1)N1CCN(c2ccc(F)cc2)CC1)c1ccc2c(c1)OCO2 (configuration not stated)	-2.4%	-13.9%	-6.3	?	-13.5%	?	i	-10.4%	-2.0%
O=C(Nc1ccc(F)cc1F)C1CC(=O)N(Cc2ccccc2)C1 (configuration not stated)	-7.2%	11.3%	3.0	10.6%	17.4%	-1.8%	i	-1.9%	4.2%[9.24 µM]

Retrieved one by one from above (2):
SMILES	HepG2 viability	HT1080 IDH1KD tx	IL1B secr inh	SW480 rereplic	KB-3-1 cytotox	MCF10A rerep	ATXN viability	ATXN2 expr inh	HT1080NT lethal
O=C(NCC(c1ccco1)N1CCN(c2ccc(F)cc2)CC1)c1ccc2c(c1)OCO2 (configuration not stated)	-2.4%	-13.9%	-6.3	?	-13.5%	?	i	-10.4%	-2.0%
Cc1ccc(/C=C2/SC(=S)N(CCC(=O)N3CCOCC3)C2=O)cc1	14.5%	2.7%	0.1	?	?	28.7%	i	63.6%[activator]	0.0%

The list continues:
SMILES	HepG2 viability	HT1080 IDH1KD tx	IL1B secr inh	SW480 rereplic	KB-3-1 cytotox	MCF10A rerep	ATXN viability	ATXN2 expr inh	HT1080NT lethal
O=C(CSc1ncn[nH]1)NCCc1ccc(Cl)cc1	-10.2%	3.0%	-14.7	-2.9%	-0.7%	23.6%	i	3.8%	0.0%
Cc1nn(CC(=O)NCCCN2CCC(Cc3ccccc3)CC2)c(=O)c2cc(-c3ccccc3)nn12	-18.2%	-3.4%	-19.2	?	?	-8.8%	i	.	-8.4%
CCOC(=O)c1ccc(NC(=O)c2ccc(NC(=O)C3CCCO3)cc2)cc1 (configuration not stated)	-18.7%	-9.2%	?	6.7%	-11.9%	5.6%	i	-27.4%	-1.2%
Cc1ccc(C)c(N2CCN(C(=O)CN3C(=O)COc4ccc(S(=O)(=O)N5CCOCC5)cc43)CC2)c1	-4.0%	.	.	.	-17.3%	.	i	11.8%	.
COc1nc(OC)nc(N2CCCCCC2)n1	-7.8%	7.4%[9.24 µM]	25.7	-1.7%	-6.5%	20.6µM*	i	1.1%	0.8%
CCOC(=O)[C@@H]1[C@H]2COc3cc(OC)ccc3[C@@H]2N2C(=O)N(c3ccc(OC)cc3)C(=O)[C@@]12C	0.0%	4.8%	21.8	-0.2%	?	0.5%	?	-2.0%	?
COc1ccc(-c2cc3nc(-c4ccccc4)cc(N4CCN(C(C)=O)CC4)n3n2)cc1	-28.4%	16.4µM*	-5.0	.	0.0%	.	?	?	?
Cc1cccc(N2CCC(N=CN(C)C)=N2)c1	-17.1%	?	22.1	-1.5%	-23.0%	11.9%	i	-4.8%	?
COc1ccc(CCNC(=O)CN2CCOc3ccccc32)cc1OC	5.7%	5.2%	22.3	-0.6%	0.8%	-4.5%	i	0.0%	4.2%
Cc1ccccc1NS(=O)(=O)c1ccc(Br)s1	-9.9%	.	.	.	5.9%	.	i	4.6%	.

9 entries from above, ordered by SMILES length, low to high:
SMILES	HepG2 viability	HT1080 IDH1KD tx	IL1B secr inh	SW480 rereplic	KB-3-1 cytotox	MCF10A rerep	ATXN viability	ATXN2 expr inh	HT1080NT lethal
COc1nc(OC)nc(N2CCCCCC2)n1	-7.8%	7.4%[9.24 µM]	25.7	-1.7%	-6.5%	20.6µM*	i	1.1%	0.8%
Cc1cccc(N2CCC(N=CN(C)C)=N2)c1	-17.1%	?	22.1	-1.5%	-23.0%	11.9%	i	-4.8%	?
O=C(CSc1ncn[nH]1)NCCc1ccc(Cl)cc1	-10.2%	3.0%	-14.7	-2.9%	-0.7%	23.6%	i	3.8%	0.0%
COc1ccc(CCNC(=O)CN2CCOc3ccccc32)cc1OC	5.7%	5.2%	22.3	-0.6%	0.8%	-4.5%	i	0.0%	4.2%
O=C(Nc1ccc(F)cc1F)C1CC(=O)N(Cc2ccccc2)C1 (configuration not stated)	-7.2%	11.3%	3.0	10.6%	17.4%	-1.8%	i	-1.9%	4.2%[9.24 µM]
CCOC(=O)c1ccc(NC(=O)c2ccc(NC(=O)C3CCCO3)cc2)cc1 (configuration not stated)	-18.7%	-9.2%	?	6.7%	-11.9%	5.6%	i	-27.4%	-1.2%
COc1ccc(-c2cc3nc(-c4ccccc4)cc(N4CCN(C(C)=O)CC4)n3n2)cc1	-28.4%	16.4µM*	-5.0	.	0.0%	.	?	?	?
Cc1nn(CC(=O)NCCCN2CCC(Cc3ccccc3)CC2)c(=O)c2cc(-c3ccccc3)nn12	-18.2%	-3.4%	-19.2	?	?	-8.8%	i	.	-8.4%
CCOC(=O)[C@@H]1[C@H]2COc3cc(OC)ccc3[C@@H]2N2C(=O)N(c3ccc(OC)cc3)C(=O)[C@@]12C	0.0%	4.8%	21.8	-0.2%	?	0.5%	?	-2.0%	?

Carrying on.
SMILES	HepG2 viability	HT1080 IDH1KD tx	IL1B secr inh	SW480 rereplic	KB-3-1 cytotox	MCF10A rerep	ATXN viability	ATXN2 expr inh	HT1080NT lethal
COC(=O)C(=Nc1ccccc1)/C(C(=O)C(=O)N(C)c1ccccc1)=C(\O)c1ccccc1	10.1%	9.7%	-10.4	-12.0%	15.3%	-0.3%	i	11.3%	?
COc1ccc(CN2CC(=O)N(c3ccccc3C)C2=S)cc1OC	8.5%	-20.0%	21.7	15.9%	-10.0%	0.2%	i	5.0%	-19.3%
Cc1ccc(N(CC(=O)NC(C)(C)C)C(=O)CCC(=O)Nc2ccccn2)c(C)c1	-3.1%	0.9%	-5.1	.	-27.6%	.	i	.	1.4%
O=C(O)Cn1c(C(F)(F)F)nc2ccccc21	-14.6%	10.6%	9.9	1.0%	8.0%	-1.1%	i	-6.4%	14.8%
